# Source: PubChem
# CHRM1 antagonist = human M1 muscarinic receptor antagonists, primary screen, CHO-K1 cells, Fluo-8 calcium fluorescence, 1536-well; inhibition, % at 3 µM; AID 588852, 2011; 360,000 tested, 1.3% active; CHO-K1 hM1, ACh EC80 antagonist;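 active = percent inhibition above its own plate's cutoff, namely the mean of that plate's compound wells plus 3 SD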;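 also: peak over basal fluorescence ratio during 140 s after agonist addition; 0% = ACh EC80 plus DMSO and 100% = DMSO alone without agonist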
# Target sequence (P11229 whole entry, looked up): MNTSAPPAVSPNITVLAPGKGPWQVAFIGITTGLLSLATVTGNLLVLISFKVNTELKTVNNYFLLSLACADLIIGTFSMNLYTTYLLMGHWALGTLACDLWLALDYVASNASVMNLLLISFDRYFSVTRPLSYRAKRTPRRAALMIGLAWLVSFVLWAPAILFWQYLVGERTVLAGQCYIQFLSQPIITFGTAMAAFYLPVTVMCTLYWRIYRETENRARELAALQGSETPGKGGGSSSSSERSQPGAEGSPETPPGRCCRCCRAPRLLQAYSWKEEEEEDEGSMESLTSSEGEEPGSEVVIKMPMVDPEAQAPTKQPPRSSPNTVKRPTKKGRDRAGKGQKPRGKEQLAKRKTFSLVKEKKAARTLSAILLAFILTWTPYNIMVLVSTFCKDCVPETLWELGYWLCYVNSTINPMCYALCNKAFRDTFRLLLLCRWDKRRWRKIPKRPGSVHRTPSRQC
# TAAR1 antagonist = human TAAR1 antagonists, primary screen, Fluo-8 calcium fluorescence, CHO RD-HGA16 cells; Trace amine-associated receptor 1 (Homo sapiens), Q96RJ0; antagonist; inhibition, % at 3 µM; 360,000 tested, 1.5% active;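 active = inhibition above a per-plate cutoff, the mean inhibition of test compounds on that plate plus 3 SD, cut at about 49% in these data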;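 also: 0% = DMSO plus EC80 beta-PEA response and 100% = DMSO alone without agonist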
# Target sequence (Q96RJ0 whole entry, looked up): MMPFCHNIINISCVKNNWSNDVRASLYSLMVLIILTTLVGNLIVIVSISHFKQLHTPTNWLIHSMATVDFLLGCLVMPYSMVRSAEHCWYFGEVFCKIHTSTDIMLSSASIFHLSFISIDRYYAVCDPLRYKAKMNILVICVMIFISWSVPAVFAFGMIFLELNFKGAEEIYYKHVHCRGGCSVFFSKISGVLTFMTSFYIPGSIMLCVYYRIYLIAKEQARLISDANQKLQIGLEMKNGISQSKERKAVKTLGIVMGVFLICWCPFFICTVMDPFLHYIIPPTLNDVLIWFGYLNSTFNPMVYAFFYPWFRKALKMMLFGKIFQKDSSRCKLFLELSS
#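 Assay system: CHO-derived RD-HGA16 cells stably expressing human TAAR1 plus Gα16. Timing: 140 s kinetic read after compound, 140 s after agonist. Technique: kinetic Fluo-8 calcium fluorescence measurement. Measure: % inhibition of agonist calcium response.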
# OXTR potentiator = human OXTR potentiators, primary screen, fluorescence, CHO-OTR cells, Fluo-8 calcium; Oxytocin receptor (Homo sapiens), P30559; Fluo-8 calcium fluorescence, potentiator mode; 0% = oxytocin EC15, 100% = EC100; activation, % at 3 µM; 320,000 tested, 0.061% active; AID 2445, 2010;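 active = activation above that plate's cutoff, the mean activation of tested compounds plus 3 SD, cut at about 6.6% in these data, passing the limit was not always enough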;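 also: 100% uses oxytocin at 75 nM as the full agonist control; some results filed as inactive read as strong as hits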
#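 Dosing: Single dose, 3.0 µM nominal final compound concentration | Material: Human OTR in CHO cells | Technique: Kinetic Fluo-8 calcium fluorescence | Benchmarks: EC15 oxytocin alone as 0%, 75 nM oxytocin as 100% | Probe or stimulus: Oxytocin at about EC15, sub-maximal agonist stimulus | Incubation: Compound 6 min at room temperature before oxytocin, 100 s read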
# CHO-K1 Ca PAM = nonselective calcium activators in parental CHO-K1 cells, primary screen, counter-screen for M1 PAM project, cell-based, Fluo-8 calcium fluorescence, full deck, 1536-well | ATP EC20; 0% at ATP EC20, 100% at ATP max | 360,000 tested, 0.02% active | activation, % at 3 µM | AID 602247, 2012;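 active = activation above the run cutoff, the mean activation of all test compounds plus 3 SD, cut at about 40% in these data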;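 also: peak over basal fluorescence ratio in a 140 s read after ATP addition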
# CHO-K1 Ca antag = nonselective inhibitor or artifact in parental CHO-K1 cells; ATP-induced calcium, Fluo-8 fluorescence; inhibition, % at 3 µM; 360,000 tested, 0.6% active; AID 602250;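 active = inhibition above a per-plate cutoff, the plate's mean sample inhibition plus 3 SD, cut at about 24% in these data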;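 also: 0% = DMSO plus EC80 ATP and 100% = DMSO alone without ATP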
# M1 ag parental = counter-screen for M1 agonists: effect in parental CHO-K1 cells; Fluo-8 calcium fluorescence; scaled to maximal ATP response, vehicle zero; activation, % at 3 µM; 360,000 tested, 0.48% active; AID 602248, 2012; in the data active = activation above about 15%;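 also: untransfected CHO-K1 host cells lacking M1 receptor as counterscreen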
# CHRM1 agonist = human M1 muscarinic receptor agonists, primary screen, Fluo-8 calcium fluorescence, CHO-K1 cells, HTS; Muscarinic acetylcholine receptor M1 (Homo sapiens), P11229; AID 588814, 2011; activation, % at 3 µM; CHO-K1 hM1, agonist mode; 0% DMSO, 100% acetylcholine EC100; 360,000 tested, 0.33% active;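 active = activation above the run's mean compound activation plus 3 SD, cut at about 16% in these data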;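 also: peak over basal fluorescence ratio within a 140 s kinetic read after compound addition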
# TAAR1 ag = human TAAR1 agonists, primary screen, Fluo-8 calcium fluorescence, CHO RD-HGA16 cells; Trace amine-associated receptor 1 (Homo sapiens), Q96RJ0; vehicle wells 0%, saturating PEA agonist 100%; activation, % at 3 µM; 360,000 tested, 0.99% active; AID 624467, 2012;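 active = activation above the mean activation of all test compounds in the run plus 3 SD, cut at about 38% in these data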
#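 Repeats: no replicates (n 1) | Material: CHO-derived RD-HGA16 cells with stable Gα16 and human TAAR1 | Technique: Kinetic Fluo-8 calcium fluorescence | Schedule: 17-24 h seeding, 75 min 37 °C dye, 30 min RT | Evaluation: % activation from peak over basal fluorescence ratio, DMSO-to-PEA scaled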
# CHO parental Ca = ATP-evoked calcium signal inhibitors, parental CHO, primary screen, counter-screen for OX1R antagonist project, cell-based, fluorescence, Fluo-8 calcium dye. parental CHO-K1, ATP-induced calcium, Fluo-8 fluorescence. inhibition, % at 5.6 µM. 330,000 tested, 0.63% active. AID 463079, 2010;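 active = inhibition above that plate's mean sample inhibition plus 3 SD, cut at about 26% in these data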;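 also: 0% = ATP-challenged DMSO wells and 100% = DMSO wells without ATP; some compounds past the cut are filed as inactive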
#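 Test system: untransfected parental CHO cell line; also added: ATP stimulus; dosing: 5.6 µM, single dose; signal: calcium-sensitive Fluo-8 fluorescence; measure: percent inhibition of ATP-evoked calcium rise, normalized to controls; benchmarks: low control ATP plus DMSO, high control DMSO only; replication: one well per compound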
# The depositor's hits bear a star; . = no result given.
# The line under a structure holds: CHRM1 antagonist	TAAR1 antagonist	OXTR potentiator	CHO-K1 Ca PAM	CHO-K1 Ca antag	M1 ag parental	CHRM1 agonist	TAAR1 ag	CHO parental Ca
- Cc1ccc(NS(=O)(=O)c2ccc(C(=O)N3CCC3)cc2)cc1
  5	-18	-13	-18	7	2.7	3	12	-8
- Cc1nc2ccccc2c(=O)n1-c1ccc(F)c(NS(=O)(=O)c2ccccc2F)c1
  -3	-12	2	10	-13	0.8	-2	0	-6
- NS(=O)(=O)c1ccc(CCNC(=O)CSc2nc3ccccc3c(=O)n2CC2CCCO2)cc1 (stereo not drawn)
  -12	-41	-5	19	-6	1.6	-3	9	3
- COc1cccc(C2CC(C(F)(F)F)n3nc(C(=O)Nc4c(C)n(C)n(-c5ccccc5)c4=O)cc3N2)c1 (stereo not drawn)
  -2	-3	0	4	-10	0.0	3	3	-9
- CCS(=O)(=O)N1CCN(C(=O)c2ccccc2[N+](=O)[O-])CC1
  -5	12	-6	5	-2	-0.2	-8	8	5
- CC(C)C[C@H](NC(=O)N1CC(=O)Nc2ccccc21)C(=O)N[C@H](Cc1ccccc1)C(=O)O
  -2	22	5	9	-2	0.5	-2	2	-13
- Cc1cc(OCC(=O)OCC(=O)NCc2ccc3c(c2)OCO3)ccc1Cl
  0	-15	-4	-7	9	0.9	-1	5	-21
- Cc1ccc(C(=O)OCC(=O)NC(C)c2ccccc2)s1 (stereo not drawn)
  -10	-29	-2	11	-9	-0.1	-2	5	-10
- COc1ccc(C2=C/C(=C/c3cccnc3)C(=O)O2)cc1OC
  -8	-1	-11	26	1	4.0	-2	7	-8
- CSc1ncnc2c1ccn2CC(=O)Nc1ccc(C)c(C)c1
  0	14	-2	18	-12	-0.4	1	43*	-11
- O=C(CSc1ccc(Cl)cc1)NC1CCCC1
  -8	2	-2	22	-10	0.1	-4	14	-11
- CCOC(=O)c1cccc(NC(=O)CSc2nc3ccccc3c(=O)n2CCOC)c1
  -8	-5	4	13	-3	0.2	-3	4	-17
- CC[C@H](C)[C@H]1CNC(=O)C(=O)N1CC1CCN(CC2CCC(C)CC2)CC1 (stereo partly drawn)
  -9	6	.	23	-24	0.3	-10	0	.
- O=C(c1ccc(S(=O)(=O)N2CCOCC2)cc1)N1CCN(c2ccccc2F)CC1
  -7	-1	-5	-5	-30	1.4	-2	12	-5
- Cc1cccc(C(=O)Nc2ccc(C(=O)N/N=C/c3ccc4c(c3)OCO4)cc2)c1
  0	18	-3	-5	-8	3.4	-4	4	-10
- O=C(/C=C/c1c(F)cccc1Cl)N1CCOCC1
  -2	0	-8	20	-6	0.2	-6	0	-4
- CN1CCN(C(=O)c2ccc(S(=O)(=O)c3ccc(Br)cc3)cc2)CC1
  -20	-5	-10	14	-7	1.3	-3	3	-11
- Cc1cccc(NC(=O)C2CCC(CNC(=O)[C@@H]3Cc4ccccc4CN3)CC2)c1 (stereo partly drawn)
  -11	-4	-10	-5	-16	1.6	-5	1	-24
- Cc1ccc(OCCCCNC(C)c2ccccc2)c(C)c1 (stereo not drawn)
  -8	-4	-7	9	-6	1.5	-2	37	-16
- Cc1cccn2c(=O)nc(SCC(=O)NCc3ccccc3)nc12
  -18	-25	1	4	-3	1.1	0	2	-3
- O=C(Nc1ccnn1C1CCN(Cc2ccc(CO)o2)CC1)c1ccccc1Cl
  2	-16	-7	9	-2	0.6	-3	5	-16
- CCOC(=O)Cc1nnc(NC(=O)CSc2ccc(C)cc2)s1
  -8	8	-5	28	-18	4.2	19*	69*	-10
- COc1ccc(OC)c(S(=O)(=O)NCC(c2ccco2)N2CCc3ccccc3C2)c1 (stereo not drawn)
  -15	-2	-15	10	-2	0.6	-2	15	-9
- O=C(O)c1cc(NC(=O)c2cccc(C(=O)Nc3cc(C(=O)O)cc(C(=O)O)c3)c2)cc(C(=O)O)c1
  1	-20	-10	-13	11	0.0	-2	3	14
- CCCc1cc(C(=O)N2CCCC(N3CCN(c4ccccc4F)CC3)C2)n(C)n1 (stereo not drawn)
  -11	-13	1	-6	-2	1.2	-4	-1	-21
- O=C(c1cc2ccccc2oc1=O)N(Cc1ccco1)C1CCS(=O)(=O)C1 (stereo not drawn)
  -9	-29	-9	15	-5	1.5	-2	3	-9
- Nc1ccc(-c2ccc(N)c(C(=O)O)c2)cc1C(=O)O
  -15	1	-4	-18	-2	0.4	-1	0	-13
- CCOc1cccc(CN2CCCC(CCC(=O)NCc3ccccc3F)C2)c1O (stereo not drawn)
  -7	-15	-11	13	-10	2.2	-6	2	-27
- O=C(NCc1ccccc1)N1CCOc2ccccc21
  -5	-23	.	2	-3	1.1	-4	3	.
- COc1ccccc1OCc1nc(C#N)c(N2CCC(C(N)=O)CC2)o1
  -28	-3	-2	10	-6	-0.2	-3	0	-6

# Copied from the list.
# Result for Cc1cc(OCC(=O)OCC(=O)NCc2ccc3c(c2)OCO3)ccc1Cl in OXTR potentiator: -4
# Result for Cc1nc2ccccc2c(=O)n1-c1ccc(F)c(NS(=O)(=O)c2ccccc2F)c1 in CHO parental Ca: -6
# Result for CCOC(=O)c1cccc(NC(=O)CSc2nc3ccccc3c(=O)n2CCOC)c1 in CHO-K1 Ca PAM: 13
# Result for O=C(/C=C/c1c(F)cccc1Cl)N1CCOCC1 in CHRM1 agonist: -6
# Result for COc1ccc(OC)c(S(=O)(=O)NCC(c2ccco2)N2CCc3ccccc3C2)c1 (stereo not drawn) in CHO-K1 Ca antag: -2

# New compounds follow:
# The line under a structure holds: CHRM1 antagonist	TAAR1 antagonist	OXTR potentiator	CHO-K1 Ca PAM	CHO-K1 Ca antag	M1 ag parental	CHRM1 agonist	TAAR1 ag	CHO parental Ca
- CN(C(=O)COc1ccccc1)c1nnc(-c2ccncc2)s1
  -22	13	-8	12	-6	0.1	-2	6	-18
- CC(C)Cc1ccc(C(C)C(=O)Nc2cccnc2)cc1 (stereo not drawn)
  32*	63*	-26	7	5	16*	13	84*	69*
- COc1cc(C(C)=O)ccc1OCC(O)CN(CCO)Cc1ccccc1 (stereo not drawn)
  16	-12	2	-18	5	0.2	0	4	-28
- CC(=O)Nc1ccccc1OCC(=O)NCC(F)(F)F
  -6	-5	5	-13	11	0.1	-2	5	-4
- C/C=C/c1ccc(OCC(=O)Nc2ccc(C(N)=O)cc2)c(OC)c1
  -7	13	-15	15	-5	2.1	-3	0	6
- COc1ccc(-n2nc(C(=O)NCC(=O)N3CCN(Cc4ccccc4)CC3)c3ccccc3c2=O)cc1OC
  23	45	-10	0	3	6.1	15	13	-9
- O=C(c1ccc(Br)o1)N1CC=C(c2ccccc2)CC1
  -13	-8	1	13	-15	0.4	-5	1	-19
- CCOC(=O)COc1ccc(S(=O)(=O)N2CCN(c3ccccc3F)CC2)cc1
  -3	2	-10	15	-21	2.5	-2	4	4
- COc1ccccc1Nc1ccc2nonc2c1[N+](=O)[O-]
  -9	-10	7	-12	1	-0.6	5	7	-6
- CCN1C[C@@H]2[C@@H]3C(=O)N(C)C(=O)[C@@H]3[C@](Cc3ccccc3)(C1=O)N2C(=O)c1ccc(F)cc1
  -3	-3	.	-5	-5	0.4	-4	19	.
- NS(=O)(=O)c1ccc(N=Nc2c(=O)[nH]n3c(=O)c4c([nH]c23)CCCC4)cc1
  -13	2	-7	13	2	-0.3	-7	11	-6
- CCOC(=O)c1ccc(NC(=S)NNC(C)(C)C)cc1
  3	-24	-2	24	-13	1.8	-3	0	-22
- Cc1cccc(N(CC(=O)Nc2ccc(-c3nc4ccc(C)cc4s3)cc2)S(C)(=O)=O)c1
  -14	8	0	16	-7	0.0	-1	-1	-10
- COc1cccc(OC)c1-c1nn2c(-c3ccccc3Cl)nnc2s1
  5	1	-4	22	-2	2.2	-3	4	-18
- COc1ccc(NC(=O)C2C3C=CC(C3)C2C(=O)NCc2ccco2)c(OC)c1 (stereo not drawn)
  -4	1	-10	-5	10	-0.3	-2	8	-17
- CC1CN(C(=O)c2cccc(NS(=O)(=O)c3ccc(Br)cc3)c2)CC(C)O1 (stereo not drawn)
  -12	-8	.	11	-9	1.9	0	2	.
- COc1ccc([C@]2(C(C)C)ON(c3ccccc3C(F)(F)F)C2=O)cc1
  3	-3	0	-20	5	-0.6	-7	7	-29
- CCCc1nc2ccccc2c(=O)n1/N=C/c1ccc(O)c(O)c1
  -6	5	-18	7	-8	0.5	-2	10	-14
- Cc1cc(C(=O)Nc2cccc3c2O[C@@H](CN(C)S(C)(=O)=O)[C@H](C)CN([C@@H](C)CO)C3=O)n(C)n1
  -12	0	-2	14	-13	0.4	-2	4	5
- Cc1nonc1NC(=O)N1CCCC1
  -18	-5	-6	20	-8	1.1	-2	5	-1

# Two entries picked at random from those above, as already listed:
# The line under a structure holds: CHRM1 antagonist	TAAR1 antagonist	OXTR potentiator	CHO-K1 Ca PAM	CHO-K1 Ca antag	M1 ag parental	CHRM1 agonist	TAAR1 ag	CHO parental Ca
- COc1cc(C(C)=O)ccc1OCC(O)CN(CCO)Cc1ccccc1 (stereo not drawn)
  16	-12	2	-18	5	0.2	0	4	-28
- NS(=O)(=O)c1ccc(N=Nc2c(=O)[nH]n3c(=O)c4c([nH]c23)CCCC4)cc1
  -13	2	-7	13	2	-0.3	-7	11	-6

# An excerpt from above, reduced to TAAR1 ag.
compound | TAAR1 ag
CC(C)C[C@H](NC(=O)N1CC(=O)Nc2ccccc21)C(=O)N[C@H](Cc1ccccc1)C(=O)O | 2
Cc1cc(OCC(=O)OCC(=O)NCc2ccc3c(c2)OCO3)ccc1Cl | 5
Cc1ccc(C(=O)OCC(=O)NC(C)c2ccccc2)s1 (stereo not drawn) | 5
COc1ccc(C2=C/C(=C/c3cccnc3)C(=O)O2)cc1OC | 7
CSc1ncnc2c1ccn2CC(=O)Nc1ccc(C)c(C)c1 | 43*
